# Bioassay records (PubChem BioAssay)
# Growth percent in the NCI-60 one-dose screen (48 h, 10 µM unless noted): 100 = growth as untreated, 0 = no growth, -100 = all killed.
# HCC-2998: HCC-2998 colon cancer; 4.7% of 79,000 active; AID 1794799
# SF-539: SF-539 CNS cancer; 6.8% of 81,000 active; AID 1794752
# HCT-116: HCT-116 colon cancer; 7.3% of 82,000 active
# SNB-75: SNB-75 CNS cancer; 5% of 79,000 active; AID 1794750
# KM12: KM12 colon cancer cells. 5% of 82,000 active
# SF-295: SF-295 CNS cancer cells. 5.6% of 79,000 active. AID 1794758
# SW-620: SW-620 colon cancer; 5.2% of 82,000 active; AID 1794795
# SNB-19: SNB-19 CNS cancer cells | 2.5% of 81,000 active | AID 1794751
# HCT-15: HCT-15 colon cancer | 5.2% of 82,000 active
# * = called active by the depositor; / = not tested or not shown; & = joins results of further samples. How the source made its calls: active means growth percent below 10; inactive means the rest.
1	CCOc1ccc([N+](=O)[O-])cc1
2	O=C1CC[C@@]2(C[C@H](CI)OC2=O)O1
3	CCCC1OCC(Cl)(Cl)C(c2ccccc2)O1 (stereo not given)
4	N#Cc1c(-c2ccccc2)c2c(N)nn(-c3ccccc3)c2[nH]c1=O
5	CCC1=C2C(=O)c3ccccc3C2=C(C)S(=O)(=O)O1
6	O=c1c2ccccc2c2ccccc2c(=O)n1CCN1CCOCC1
7	Cc1ccc(S(=O)(=O)n2cc(/C=N/NC(=O)c3ccc(S(N)(=O)=O)cc3)c3ccccc32)cc1
8	CCOC(=O)c1nc2c3ccccc3cnn2c1C(=O)c1ccc(OC)cc1
Assay by compound	1	2	3	4	5	6	7	8
HCC-2998	105	106	107	112	113	105	105	99
SF-539	103	97	99	94	110	106	91	98
HCT-116	106	94	111	103	103	101	88	92
SNB-75	100	90	105	90	104	87	94	89
KM12	102	101	107	103	107	99	86	102
SF-295	98	114	113	105	98	101	95	99
SW-620	110	102	108	100	109	107	95	99
SNB-19	102	94	108	101	112	104	88	91
HCT-15	104	94	100	104	121	115	91	96

9	COc1cc(N=Cc2sc(Nc3nccs3)nc2O)cc(OC)c1OC
10	CCOC(=O)c1nc(Nc2ccc(NC(=O)Nc3ccc(OC)cc3)cc2)c2ccccc2n1
11	Cn1cc(-c2nnc(N)nc2-c2c[nH]c3ccc(F)cc23)c2cc(Br)ccc21
12	Oc1ccccc1-c1nc2c(n1-c1ccccc1)-c1cccc3cccc-2c13
13	COc1cc(C(=O)O)nc(SC)n1
14	O=c1/c(=C/c2cn(-c3ccccc3)nc2-c2ccccc2)sc2nc(Cc3ccccc3)nn12
15	CN(C)CCC(OC(=O)C(c1ccccc1)c1ccccc1)c1ccccc1 (stereo not given)
16	N#Cc1c(C(F)(F)F)cc(Nc2ccc3nc(NCCN4CCCC4)oc3c2)n2c1nc1ccccc12
Assay by compound	9	10	11	12	13	14	15	16
HCC-2998	111	/	54	87	109	101	60	68
SF-539	90	96	7.4*	101	104	102	84	86
HCT-116	94	90	15	81	91	108	73	18
SNB-75	74	70	0.3*	93	82	93	63	83
KM12	90	100	23	87	99	102	90	74
SF-295	70	95	9.6*	121	99	107	93	75
SW-620	97	96	20	94	98	100	96	37
SNB-19	78	100	26	98	96	100	85	85
HCT-15	71	97	17	76	98	97	90	57

17	CCOC(=O)NC1=NCC(C)S1 (stereo not given)
18	CC1=NC(=O)C(C)(c2ccccc2)N1CCc1ccccc1 (stereo not given)
19	CC(N)C(O)(c1ccccc1)c1ccccc1 (stereo not given)
20	COc1ccccc1N1CCCSC1=Nc1ccccc1
21	CC(C)c1ccc(NC(=O)Nc2ccc(NC(=O)CCCC(=O)Nc3ccccc3O)cc2)cc1
22	COc1cccc(CNc2c3ccccc3nc3ccccc23)c1
23	[2H]c1c([2H])c(C2([2H])C([2H])([2H])NC([2H])([2H])C([2H])([2H])C2([2H])[2H])c([2H])c([2H])c1-n1cc2cccc(C(N)=O)c2n1 (stereo not given)
24	NC(=O)C(CCc1nc2ccccc2[nH]1)NS(=O)(=O)c1ccccc1 (stereo not given)
Assay by compound	17	18	19	20	21	22	23	24
HCC-2998	122	112	105	108	76	39	92	106
SF-539	102	108	99	99	86	19	95	99
HCT-116	107	89	105	79	94	9.9*	97	90
SNB-75	88	98	93	232	83	57	74	83
KM12	111	102	95	92	92	36	92	104
SF-295	136	96	97	80	90	36	98	91
SW-620	101	94	96	103	68	26	83	99
SNB-19	98	94	90	93	98	36	87	102
HCT-15	106	90	103	115	62	24	92	101

25	COc1ccc(-c2nc(-c3ccccc3)c(-c3ccccc3)n2CCc2ccc(S(N)(=O)=O)cc2)cc1O
26	NS(=O)(=O)c1cccc(NC(=O)C(=O)C2C(=O)Nc3ccccc32)c1 (stereo not given)
27	O=C1NC(=O)c2ncccc21
28	COc1cc(/C=N/n2cnc3c(c(C)nn3-c3ccccc3)c2=N)ccc1O
29	CCOC(=O)n1cc(-c2nonc2-c2cn(C)c3ncccc23)c2cc(F)ccc21
30	Cc1cccc(NC(=O)OC(C)C)c1C
31	CN(CC(=O)c1ccc(Cl)cc1)Cc1ccccc1
32	O=c1c2ccccc2sc2c(NCCN3CCOCC3)nc3ccccc3c12
Assay by compound	25	26	27	28	29	30	31	32
HCC-2998	106	104	103	112	86	109	98	54
SF-539	93	101	101	89	78	108	116	47
HCT-116	115	93	102	103	70	105	103	42
SNB-75	126	75	98	125	64	100	98	43
KM12	110	103	107	100	73	107	110	30
SF-295	103	94	90	95	76	113	121	-7.2*
SW-620	108	95	120	108	89	102	102	18
SNB-19	103	100	107	87	92	107	115	79
HCT-15	101	100	101	96	69	102	117	27

33	C#C[C@]1(O)CC[C@H]2[C@@H]3CC=C4c5sc(Nc6cccc(C(=O)O)c6)nc5CC[C@]4(C)[C@H]3CC[C@@]21C
34	COc1ccc(-c2nc3sccn3c2-c2ccnc(NCCCNS(=O)(=O)c3ccc(C)cc3)n2)cc1
35	O=[N+]([O-])c1ccc(N=Nc2c(NNc3ccc([N+](=O)[O-])cn3)cc(S(=O)(=O)O)c3ccccc23)nc1
36	N#C/C(C(=O)c1ccccc1)=C1/C(=O)Nc2ccc([N+](=O)[O-])cc21
37	CCCCCCCCCCCCCCCCCC1=CCCN1C(=S)Nc1ccccc1
38	COc1cc(-c2nc3c(c(C)nn3-c3ccc(F)cc3)c(=O)[nH]2)cc(OC)c1OC
39	CC(=O)Nc1nc(-c2ccc([N+](=O)[O-])cc2)c(CCC=O)c(=O)[nH]1
40	O=c1cc2oc3cc(O)c(O)cc3c(-c3ccccc3O)c-2cc1O
Assay by compound	33	34	35	36	37	38	39	40
HCC-2998	108	26	87	115	99	97	97	95
SF-539	65	57	89	105	104	94	95	52
HCT-116	98	25	70	102	101	101	106	59
SNB-75	72	77	92	75	92	98	95	63
KM12	96	21	88	97	103	101	101	93
SF-295	80	21	114	101	107	103	124	101
SW-620	106	39	83	94	102	112	106	89
SNB-19	82	72	96	88	98	108	115	73
HCT-15	88	17	69	101	100	104	98	92

41	Nc1ncnn1Cc1ccccc1
42	COc1cc(Cl)c(C=O)cc1OC
43	CCN(CC)S(=O)(=O)c1ccccc1
44	COc1ccc(C[n+]2c3ccccc3n3c4ccc([N+](=O)[O-])cc4ccc32)c(OC)c1OC
45	Cc1cc(N(CCNc2ccnc3cc(Cl)ccc23)Cc2ccc3c(c2)OCO3)nc(N2CCCC2)n1
46	CCOC(=O)c1sc2ccc(N)cc2c1NC(=O)c1ccc(C)cc1
47	COc1ccc(-c2nn(Cc3ccccc3)c3c2-c2oncc2CC3)cc1OC
48	CC(C)COC(=O)c1ccccc1C(=O)OC1CCCCC1
Assay by compound	41	42	43	44	45	46	47	48
HCC-2998	104&104	104	86	87	-24*	103	107	110
SF-539	102&105	104	103	92	-93*	104	93	98
HCT-116	110&99	36	99	102	-69*	96	107	101
SNB-75	90&98	100	81	116	-47*	86	105	98
KM12	101&104	103	99	82	45	100	100	107
SF-295	110&108	97	101	94	-65*	97	97	100
SW-620	99&104	70	101	95	8.9*	104	118	101
SNB-19	103&108	94	103	80	27	93	104	99
HCT-15	99&100	78	102	101	0.3*	109	93	101

# Arranged by molar mass (largest number first): some entries from above
45	Cc1cc(N(CCNc2ccnc3cc(Cl)ccc23)Cc2ccc3c(c2)OCO3)nc(N2CCCC2)n1
35	O=[N+]([O-])c1ccc(N=Nc2c(NNc3ccc([N+](=O)[O-])cn3)cc(S(=O)(=O)O)c3ccccc23)nc1
33	C#C[C@]1(O)CC[C@H]2[C@@H]3CC=C4c5sc(Nc6cccc(C(=O)O)c6)nc5CC[C@]4(C)[C@H]3CC[C@@]21C
44	COc1ccc(C[n+]2c3ccccc3n3c4ccc([N+](=O)[O-])cc4ccc32)c(OC)c1OC
37	CCCCCCCCCCCCCCCCCC1=CCCN1C(=S)Nc1ccccc1
29	CCOC(=O)n1cc(-c2nonc2-c2cn(C)c3ncccc23)c2cc(F)ccc21
32	O=c1c2ccccc2sc2c(NCCN3CCOCC3)nc3ccccc3c12
47	COc1ccc(-c2nn(Cc3ccccc3)c3c2-c2oncc2CC3)cc1OC
46	CCOC(=O)c1sc2ccc(N)cc2c1NC(=O)c1ccc(C)cc1
40	O=c1cc2oc3cc(O)c(O)cc3c(-c3ccccc3O)c-2cc1O
Assay by compound	45	35	33	44	37	29	32	47	46	40
HCC-2998	-24*	87	108	87	99	86	54	107	103	95
SF-539	-93*	89	65	92	104	78	47	93	104	52
HCT-116	-69*	70	98	102	101	70	42	107	96	59
SNB-75	-47*	92	72	116	92	64	43	105	86	63
KM12	45	88	96	82	103	73	30	100	100	93
SF-295	-65*	114	80	94	107	76	-7.2*	97	97	101
SW-620	8.9*	83	106	95	102	89	18	118	104	89
SNB-19	27	96	82	80	98	92	79	104	93	73
HCT-15	0.3*	69	88	101	100	69	27	93	109	92

36	N#C/C(C(=O)c1ccccc1)=C1/C(=O)Nc2ccc([N+](=O)[O-])cc21
48	CC(C)COC(=O)c1ccccc1C(=O)OC1CCCCC1
31	CN(CC(=O)c1ccc(Cl)cc1)Cc1ccccc1
43	CCN(CC)S(=O)(=O)c1ccccc1
30	Cc1cccc(NC(=O)OC(C)C)c1C
42	COc1cc(Cl)c(C=O)cc1OC
41	Nc1ncnn1Cc1ccccc1
Assay by compound	36	48	31	43	30	42	41
HCC-2998	115	110	98	86	109	104	104&104
SF-539	105	98	116	103	108	104	102&105
HCT-116	102	101	103	99	105	36	110&99
SNB-75	75	98	98	81	100	100	90&98
KM12	97	107	110	99	107	103	101&104
SF-295	101	100	121	101	113	97	110&108
SW-620	94	101	102	101	102	70	99&104
SNB-19	88	99	115	103	107	94	103&108
HCT-15	101	101	117	102	102	78	99&100

# The list goes on:
49	NS(=O)(=O)Oc1ccc(NC(=O)C23CC4CC(CC(C4)C2)C3)cc1
50	COc1cc(C)cc2c1C(C)(C)CCC2(C)C
51	COc1ccc(/C=c2\c(=O)n(-c3ccccc3)c3nn4c(n23)=NNC(C)=C(C(=O)c2ccccc2)C4c2ccc(OC)cc2)cc1 (stereo not given)
52	COc1cccc(-c2cc(=O)c3cc(Cl)cc(N[C@@H](C)c4ccccc4)c3o2)c1N
53	CCCCCNC(=O)C(O)C(O)C(=O)NCCCCC (stereo not given)
54	CCOC(=O)c1c(Nc2ccccc2)nn2c(-c3ccco3)c(C#N)cnc12
55	Clc1ccc(-c2nc(-c3ccc(Cl)cc3)c3ccccc3n2)cc1
56	CCn1cc(-c2ccnc(NCCNS(=O)(=O)c3cccc4ccccc34)c2)c(-c2cccc(OC)c2)n1
Assay by compound	49	50	51	52	53	54	55	56
HCC-2998	100	108	105	103	95	112	92	112
SF-539	72	108	96	98	96	42	94	93
HCT-116	100	102	106	101	98	93	75	73
SNB-75	93	80	53	80	83	30	85	80
KM12	99	105	102	94	101	99	93	91
SF-295	91	101	101	98	92	77	89	94
SW-620	97	114	102	99	105	95	97	96
SNB-19	92	102	90	92	101	78	97	99
HCT-15	91	104	101	89	105	91	97	81

57	O=C(O)c1cc(=O)c2c(OCC(O)COc3cccc4oc(C(=O)O)cc(=O)c34)cccc2o1
58	O=c1oc2c(cnc3ccccc32)cc1-c1ccc([N+](=O)[O-])cc1
59	COC(=O)c1c2c(n3ccc(C)cc13)C(=O)c1ccccc1C2=O
60	CC1=C(C(=O)Nc2ccc(F)cc2)C(c2ccc(C)cc2)n2ncnc2N1 (stereo not given)
61	COc1cc(CCn2nnc3c(NCCCN4CCOCC4)ncnc32)cc(OC)c1
62	COc1ccc(-c2cc(=O)[nH]c3c(OC)c4ccccc4c(OC)c23)cc1
63	Cc1ccc(C(=O)NN2C(=O)/C(=C/C=C/c3ccco3)SC2=S)cc1
64	O=C1Nc2cc(-c3ccc(O)cc3)ccc2/C1=C/c1ccc[nH]1
Assay by compound	57	58	59	60	61	62	63	64
HCC-2998	103	101	95	108	93	0.8*	107	-14*
SF-539	104	100	95	104	105	/	93	-15*
HCT-116	102	108	42	94	99	12	98	4.7*
SNB-75	96	90	109	109	81	13	95	19
KM12	110	102	59	106	99	2.1*	102	2.3*
SF-295	105	100	68	106	100	8.1*	102	-21*
SW-620	109	99	54	104	97	20	106	14
SNB-19	110	98	78	106	103	51	95	28
HCT-15	107	106	54	97	102	26	92	7.3*

65	Cc1nc2sc(C(=O)Nc3ccncc3)c(N)c2cc1C(C)O (stereo not given)
66	O=C1C=C(c2ccccc2)C(c2ccccc2)C1 (stereo not given)
67	CC(=O)Nc1ccc2c(c1)[nH]c(=O)c1ccccc12
68	CCCCC1(C(O)CC)Sc2ccccc2N1C (stereo not given)
69	CCN(CC)CCCNC
70	O=C(O)/C=C/c1ccccc1[N+](=O)[O-]
71	COc1cc2c(cc1Cc1cccc(Cl)c1F)c(=O)c(C(=O)O)cn2[C@@H](CO)C(C)C
Assay by compound	65	66	67	68	69	70	71
HCC-2998	95	109	88	94	133	105	56
SF-539	88	108	102	99	105	104	50
HCT-116	120	104	95	95	109	117	30
SNB-75	103	93	102	89	89	83	64
KM12	105	98	97	102	117	101	34
SF-295	89	108	95	93	113	120	36
SW-620	112	102	105	113	100	102	82
SNB-19	99	98	86	99	102	/	57
HCT-15	95	116	96	101	108	110	37
